Source: PubChem
H69AR growth 86K – growth inhibitors of human H69AR lung tumor cells | viability, % at 10 µM | H69AR lung tumor viability, ATP luminescence, 72 h; active compounds read low | AID 598 | actives 6% (n = 85,000);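 active = viability at or below 40%; inactive = viability above 40%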;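 also: multidrug resistant small cell line overexpressing MRP-1 efflux transporter; 100% = mean luminescence of untreated control wells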
IL1B cytotox – toxic to HUVEC cells under IL-1B stimulation; HUVEC cell count loss, Hoechst imaging, IL-1B stimulated; cell count reduction, % at 2 µM; actives 0.41% (n = 94,000); AID 845;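 active = cell count reduction more than 3 SD above the screen-wide mean, cut at about 70% in these data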;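 also: normalized per plate to untreated control cells as the no-loss baseline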
Fibroblast inh – blocks proliferation of human lung fibroblasts; LL 47 human lung fibroblast viability, ATP luminescence; active compounds read low; viability, % at 10 µM; actives 1.1% (n = 85,000);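 active = viability at or below 50% in the single dose screen; inactive = viability above 50%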;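 also: compound exposure lasted 72 h before the ATP readout; 100% = median luminescence of untreated cell-only wells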
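Test system: LL 47 human lung fibroblasts / Quantity: 1,150 cells in each well / Medium: IMEM growth medium with 15% fetal bovine serum / Incubation: 72 h compound exposure at 37 °C after overnight plating / Detection: CellTiter-Glo luminescence measuring cellular ATP / Read-out: % viability versus median cells-only luminescence / Benchmarks: cell-only wells, no compound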
VCAM1 TNFa inh – reduces TNF alpha induced VCAM1 expression in HUVEC. HUVEC TNFa-induced VCAM-1 immunofluorescence, high-content imaging. inhibition, % at 2 µM. actives 0.48% (n = 95,000);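 active = inhibition above the batch mean plus 3 SD, with images confirmed as a hit by eye, cut at about 37% in these data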;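 also: 0% = TNF-stimulated DMSO wells and 100% = unstimulated control wells; not every result past the cut was called active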
Pyk2 oligo antag – blocks oligomerization of human Pyk2 in cells; Q14289; Q293 cells, Pyk2 FERM NanoBiT luminescence; active compounds read low; z-score (the deposit names both 25 µM and 10 µM); actives 0.83% (n = 99,000); AID 1347419;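 active = Z-score of -3 or lower, scaled per plate to the spread of control and sample wells; inactive = z-score above -3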;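 also: negative z-score means lost luminescence so less FERM oligomerization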
Target sequence (Q14289 whole entry, looked up): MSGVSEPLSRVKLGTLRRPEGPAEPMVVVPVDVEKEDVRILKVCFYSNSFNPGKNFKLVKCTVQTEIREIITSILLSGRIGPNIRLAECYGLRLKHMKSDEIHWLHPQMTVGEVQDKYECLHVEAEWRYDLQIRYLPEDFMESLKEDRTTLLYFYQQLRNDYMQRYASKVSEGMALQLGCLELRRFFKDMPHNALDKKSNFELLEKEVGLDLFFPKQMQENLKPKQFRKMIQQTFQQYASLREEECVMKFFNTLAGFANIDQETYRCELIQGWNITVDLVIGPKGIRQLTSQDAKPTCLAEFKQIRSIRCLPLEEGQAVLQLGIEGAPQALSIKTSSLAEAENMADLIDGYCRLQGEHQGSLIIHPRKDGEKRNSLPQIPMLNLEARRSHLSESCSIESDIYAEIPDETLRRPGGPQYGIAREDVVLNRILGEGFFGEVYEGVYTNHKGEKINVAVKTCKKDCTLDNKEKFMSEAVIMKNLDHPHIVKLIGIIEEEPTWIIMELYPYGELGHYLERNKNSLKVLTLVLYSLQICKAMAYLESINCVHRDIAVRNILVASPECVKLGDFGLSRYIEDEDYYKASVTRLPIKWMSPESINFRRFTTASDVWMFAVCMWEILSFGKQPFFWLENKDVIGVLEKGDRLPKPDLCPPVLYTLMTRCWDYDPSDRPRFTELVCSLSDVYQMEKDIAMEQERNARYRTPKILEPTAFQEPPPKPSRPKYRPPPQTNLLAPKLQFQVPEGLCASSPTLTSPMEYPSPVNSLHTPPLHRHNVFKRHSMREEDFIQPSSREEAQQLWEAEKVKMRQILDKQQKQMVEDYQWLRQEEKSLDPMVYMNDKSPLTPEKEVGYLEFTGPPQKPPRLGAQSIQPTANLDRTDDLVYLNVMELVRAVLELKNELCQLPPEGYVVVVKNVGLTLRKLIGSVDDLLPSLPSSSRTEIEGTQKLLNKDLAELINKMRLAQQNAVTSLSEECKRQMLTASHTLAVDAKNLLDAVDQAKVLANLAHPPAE
TNFa cytotox – toxic to HUVEC cells under TNF alpha stimulation; HUVEC TNFalpha-stimulated, Hoechst cell count, imaging; actives 0.17% (n = 93,000); cell count reduction, % at 2 µM;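 active = cell count reduction exceeding the screen mean by over 5 SD, scaled to untreated wells per plate, cut at about 78% in these data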;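 also: cells counted after 24 h of TNF alpha exposure following the 1 h pretreatment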
HUVEC inhibit – blocks proliferation of human endothelial cells. HUVEC proliferation, CellTiter-Glo luminescence, 72 h; active compounds read low. viability, % at 10 µM (by protocol). actives 1.1% (n = 86,000). AID 648;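 active = viability at or below 30%; inactive = viability above 30%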;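 also: 100% = median luminescence of DMSO-only cell control wells on each plate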
Smad3 inh – blocks human Smad3 binding to FoxH1 peptide; P84022; TR-FRET Smad3/Dy647-FoxH1 peptide binding, europium anti-His; inhibition, % at 25 µM; actives 0.29% (n = 88,000);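 active = compounds that reduce the energy-transfer binding signal between the protein and its labelled peptide by more than half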;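 also: 0% = Smad3 plus labelled peptide maximal FRET and 100% = peptide-only background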
cytoskel mod – modifiers of cytoskeleton assembly; HUVEC TNFa F-actin phalloidin imaging, high content; inhibition, % at 2 µM; actives 0.18% (n = 91,000); AID 836;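 active = inhibition above the batch mean plus 3 SD and confirmed as a hit by visual image inspection, cut at about 30% in these data, passing the limit was not always enough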; also: strong numbers were not always called active
* marks the source's active call; other numbers are inactive results; · = no result given; [ ] = dose if it differs, or a comment.

molecule	H69AR growth 86K	IL1B cytotox	Fibroblast inh	VCAM1 TNFa inh	Pyk2 oligo antag	TNFa cytotox	HUVEC inhibit	Smad3 inh	cytoskel mod
Cc1ccc(N2C(=O)Nc3ccc(Br)cc3C2(O)C(=O)NCCCN(C)C)cc1C (stereo not drawn)	98	·	102	·	0.67	·	96	0	·
CCOC(=O)C1=NNC2C(=O)N(C3CCCCC3)C(=O)C12 (stereo not drawn)	99	11	96	-8	0	4	95	8	12
O=C(NC1CCCCCCC1)C1CCN(S(=O)(=O)N2CCCC2)CC1	95	·	106	·	1.4	·	104	9	·
Cc1c(Cl)cccc1N1C(=O)c2ccccc2C1=O	99	-9	97	-13	0.43	-18	99	9	3
CCOC(=O)c1ccc(NC(=O)C2(c3ccc(Cl)cc3)CCCC2)cc1	·	-22	·	7	-2.4	-19	·	·	9
Cn1c(=O)c2[nH]c(NCCCN3CCOCC3)nc2n(C)c1=O	95	12	104	-3	-0.39	2	91	9	-33
Cc1cc(NC(=O)CSc2c(C)[nH]c3ccccc23)no1	75	·	89	·	·	·	93	-4	·
COc1ccccc1CNC(=O)C(=O)NCC1CCCO1 (stereo not drawn)	96	6	104	-9	0.31	-18	87	-14	1
O=C(Cn1nnc2c(sc3nc4c(c(-c5ccccc5)c32)CCC4)c1=O)c1ccccc1	·	-19	·	17	-0.65	-1	·	·	-10
CC1Cc2ccccc2N1C(=O)CSc1nnnn1Cc1ccccc1 (stereo not drawn)	85	·	92	·	-0.92	·	78	-5	·
Cc1csc(NC(=O)CCc2nc3ccccc3s2)n1	97	-5	99	-2	-0.66	-9	97	16	-27
COc1ccc2oc(=N)c(C(=O)Nc3ccccc3)cc2c1	96	-20	91	6	0.02	-37	89	-2	-9
COc1ccc(OC)c(N2C(=O)C(Cl)=C(N3CCCCC3)C2=O)c1	96	-18	89	11	1.7	6	88	-7	18
Cn1c(C(=O)N2CCCCCC2)cc2c(=O)n(C)c3ccccc3c21	67	1	94	0	·	-16	95	1	0
COc1cccc2cc(-c3nnc(SCC(=O)Nc4cc(C(F)(F)F)ccc4Cl)n3N)oc12	7.6*	7	88	-4	0.35	-4	69	5	7
Cc1ccc(S(=O)(=O)N2CCN(C3CC(=O)N(Cc4ccccc4)C3=O)CC2)cc1C (stereo not drawn)	87	4	98	6	-0.13	-44	98	-3	5
CC(NS(=O)(=O)c1ccc(Br)cc1)C(N)=O (stereo not drawn)	101	17	97	27	0.18	36	93	3	-2
CC(=O)c1cccc(NC(=O)NCc2cccnc2)c1	93	-61	105	-36	-0.5	-19	97	20	50*
CCCC(=O)NCCc1ccc(F)cc1	100	1	98	5	-0.43	7	92	10	1
CC(NC(=O)CSc1nc2ccccc2n1CCC#N)c1ccc(F)cc1 (stereo not drawn)	90	-93	97	11	-0.09	-6	98	-7	-6
Cc1ccc2nc(SCC(=O)Nc3ccc4c(c3)OCCO4)[nH]c2c1	86	-2	96	9	-0.74	-36	93	16[fluorescence artefact?]	-4
COc1ccccc1CCC(=O)Nc1nc2ccccc2[nH]1	21*	9	91	6	-0.61	10	90	15	-12
Cn1c(COc2ccccc2)nnc1SCCC(=O)Nc1ccccc1	96	-6	98	14	0.73	-6	87	2	-2
CC(=O)C1=C(C)NC(C)=C(C(C)=O)C1c1ccc(-c2ccccc2Cl)o1	80	-2	94	6	3	-21	89	3	-17
CCCn1nnnc1NCc1ccccc1OCc1ccc(F)cc1	91	40	95	-29	-0.61	13	88	-6	6
CC(C)NS(=O)(=O)c1ccc(OCC(=O)Nc2ccc(F)cc2F)cc1	116	-12	106	-8	0.9	-30	97	-1	8
COc1cccc(C(=O)NCCC2=CCCCC2)c1OC	81	-21	100	-4	-0.46	-19	91	-2	14
O=C(c1ccc(S(=O)(=O)Nc2ccccc2)cc1)N1CCOCC1	84	40	92	-12	0.1	-15	110	0	-5
COC(=O)c1sc(NC(=O)c2cc(-c3ccccc3)nc3ccccc23)c(C#N)c1C	·	-5	·	-6	-2.9	-12	·	·	2
Cn1cc(CNC(=O)Nc2ccc3c(c2)OCO3)cn1	85	24	88	-13	-0.31	·	94	-3	2
Cc1ccc(Oc2nnc(-c3ccccc3)c3ccccc23)cc1	·	22	·	-22	-0.14	21	·	·	-6
O=C(Cc1ccccc1)N1CCN(C(=O)c2cccs2)CC1	86	-21	101	-1	-0.36	10	99	-1	-12
c1ccc(NCCCNc2ccccc2)cc1	97	15	95	14	-0.36	-15	98	0	-5
Cc1n[nH]c(C)c1S(=O)(=O)N1CCCC(C(=O)NC2CCCCC2)C1 (stereo not drawn)	84	·	91	·	·	·	90	2[fluorescence artefact?]	·
COc1ccc(C(=O)Nc2c(N)nc(SCC(=O)N3CCC(C)CC3)[nH]c2=O)cc1OC	86	28	91	0	·	-14	93	5	18
Cc1cccc(NC(=O)Nc2ccc(C#N)cc2)n1	56	·	83	·	·	·	86	-4	·
CS/C(N)=N/N=C/c1ccc([N+](=O)[O-])cc1	·	4	·	-8	1.1	-3	·	·	16
CCC(Sc1ncccc1C(=O)OCCN1CCCC1=O)C(=O)NCc1ccco1 (stereo not drawn)	91	21	·	13	0.2	-3	93	3	8
O=C1N(c2ccccc2)C2CS(=O)(=O)CC2N1c1ccc(Cl)c(Cl)c1 (stereo not drawn)	·	-15	·	-16	-1.4	-20	·	·	-12
CC(C)(C)OC(=O)NCCc1nnc(SCc2ccccc2Cl)o1	78	-11	89	0	-0.22	-7	87	0	-18
Cc1ccccc1OCC(=O)Nn1c(COc2ccccc2)nc2ccccc2c1=O	93	-26	101	14	0.85	-26	95	-5	-3
COc1ccc(C2C(C#N)=C(N)N(c3sc4c(c3C#N)CCCC4)C3=C2C(=O)CC(C)(C)C3)cc1 (stereo not drawn)	·	13	·	14	-1.7	-2	·	·	0
COc1ccc(C2=NN(C)C(=NCc3ccccc3)SC2)cc1	93	-5	103	4	-1	-18	116	3	-3
CCOC(=O)NC1(NC(C)C)Oc2ccccc2O1	36*	-158	93	2	-1	-26	69	4	8
O=C(Oc1c(Br)cc(C(=S)N2CCOCC2)cc1Br)c1ccc(Cl)cc1	·	21	·	-7	0.89	0	·	·	-6
CCOC(=O)c1cnc2cc(Cl)c(OC)cc2c1NCC1CCCO1 (stereo not drawn)	·	3	·	-5	-2.2	14	·	·	-17
CCCCn1c(CCNC(=O)CCC)nc2ccccc21	102	9	95	18	·	36	101	0	-11
O=C(COc1ccccc1)Nc1ccc(OC(F)(F)C(F)F)c(NC(=O)COc2ccccc2)c1	·	-3	·	4	1.3	2	·	·	12
FC(F)(F)c1cc(C(F)(F)F)c2ccc(Oc3ccccc3)nc2n1	·	-9	·	0	1.4	-20	·	·	-8
Cc1cc(C)c(/C=N/NC(N)=O)c(C)c1/C=N/NC(N)=O	·	-23	·	69*	-0.12	44	·	·	-104
Cc1cc(C)c2[nH]c(=O)c(=O)[nH]c2c1	91	-64	95	13	0.8	0	98	5	-11
CC(=O)Nc1ccc(S(=O)(=O)N(Cc2ccco2)CC2CCCO2)cc1 (stereo not drawn)	65	·	101	·	0.82	·	87	-8	·
CC(=O)Nc1ccc(S(=O)(=O)Nc2nc3c(s2)CCCC3)cc1	82	0	98	16	-0.1	-40	103	2	29

These rows are one share of the data; count on the stated rates, not on these rows.
